Bioassay records (PubChem BioAssay)
Vif-APOBEC3F blk – qHTS for Inhibitors of Vif-A3F Interactions: qHTS. AID 602313, 2012. hit rate 0.2% among 390,000. HeLa A3F-eYFP + Vif (tagged APOBEC3F with the HIV-1 protein that degrades it), YFP fluorescence increase. Potency, µM (top dose mostly 46.1 µM), without a hit: at the highest dose activity, negative = active; further: potency means the concentration at half of the fitted maximal effect; % of control where 0% means no effect; nearly all actives have a fitted effect of over 65% in size
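HeLa cells stably expressing Vif plus C-terminally eYFP-tagged A3F were seeded, incubated overnight at 37 deg C, dosed with compound, incubated overnight again at 37 deg C. Yellow fluorescence (Ex 488/Em 500-530) reported blocked Vif-mediated A3F-eYFP degradation.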
LDHA block – qHTS assay for inhibitors of human lactate dehydrogenase; L-lactate dehydrogenase A chain (Homo sapiens), P00338; purified LDHA, NADH/diaphorase-resazurin fluorescence; hits give low values; activity change, % (values are at about 110 or 230 µM); hit rate 0.15% among 480,000; AID 1347041, 2019; in the data active means activity change below about -30%; inconclusive means mostly about -25% to -30%;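 further: plate controls were DMSO wells for no effect and wells without enzyme for full effect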
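Remaining NADH was detected by diaphorase (0.133 mg/mL) converting 37 µM resazurin to fluorescent resorufin, read at 0 and 20 minutes. The preceding 5-minute room-temperature reaction used 2 nM LDHA, 0.2 mM sodium pyruvate and 0.06 mM NADH at pH 7.4.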
RGS4 inhibitor – Inhibitors of Regulator of G Protein Signaling (RGS) 4: qHTS; hit rate 0.039% among 390,000; Regulator of G-protein signaling 4 (Homo sapiens), P49798; Potency, µM (highest dose often 114 µM), inactives show at the highest dose activity change, negative = inhibition, hits mostly inhibitors; Transcreener GDP fluorescence polarization, RGS4-accelerated GTP hydrolysis; further: potency means the concentration at half of the fitted maximal effect; on the % scale 0 is the no-effect control and ±100 the full control effect; nearly all actives have a fitted effect of over 75% in size; some results filed as inactive show a strong effect at the top dose
Target sequence (P49798 whole entry, looked up): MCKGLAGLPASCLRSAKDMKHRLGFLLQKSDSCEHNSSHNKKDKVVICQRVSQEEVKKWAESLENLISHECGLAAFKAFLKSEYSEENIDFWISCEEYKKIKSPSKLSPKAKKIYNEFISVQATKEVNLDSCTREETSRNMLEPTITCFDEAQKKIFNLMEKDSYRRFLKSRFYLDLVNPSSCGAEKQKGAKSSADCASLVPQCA
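MLSMR compounds (23 nl, pin-transferred) preincubated 10 min at room temperature with a 500nM (2x) first reagent, then RGS4 at 900nM (2x) plus Transcreener GDP mix added; fluorescence polarization (620/688 nm) read before and after 90 min at 30 °C.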
D2 antag – HTS Assay for Allosteric Antagonists of the Human D2 Dopamine Receptor: Primary Screen for Antagonists; HEK293 TREx D2 cells, calcium flux, dopamine EC80; inhibition, % at 10 µM; hit rate 2% among 340,000; AID 485344, 2010; in the data active means inhibition above about 30%; further: 0% is about no effect
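Calcium mobilization kinetics were recorded at 1 s intervals in tetracycline-induced HEK293 T-REx D2 cells, first for 180 s after compound addition and then 180 s after EC80 dopamine.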
ERG Ets-DNA blk – qHTS for Small Molecule Inhibitors of the ERG Ets/DNA interaction; Potency, µM (highest dose often 76.9 µM), for inactives: at the top dose FP activity, negative = inhibition, most hits filed as inhibitors; fluorescence polarization, His-ERG Ets domain / labelled DNA; Transcriptional regulator ERG (Homo sapiens), P11308; hit rate 0.028% among 370,000; active means well fitted inhibition curve with a large enough effect in the polarisation, with a control signal flat; inconclusive means small, poorly fitted or top-dose-only effect, or effect the other way, or a change in a side signal; inactive means no such curve, though single readings can be large or run the other way; the % refers to the polarisation;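 further: polarization taken with two DNA probes labelled with fluorescein and Texas red; potency means the concentration at half of the fitted maximal effect; % of control where 0% means no effect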
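His-tagged ERG Ets domain (1 uM in the protein solution; 300mM KCl, 50mM Tris-HCl, 1mM EDTA, 1mM DTT, pH 7.5) received compound, then a probe mix of 5 nM fluorescein-DNA and 100nM Texas-615-DNA. Fluorescence polarization was read for both dyes.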
12-LOX inh – Primary qHTS assay for inhibitors of human arachidonate 12S-lipoxygenase (ALOX12): Round 2; Polyunsaturated fatty acid lipoxygenase ALOX12 (Homo sapiens), P18054; purified 12hLO, xylenol orange hydroperoxide absorbance; Potency, µM (highest dose often 108 µM), for the others: at the highest dose activity change, negative = inhibition, hits mostly inhibitors; hit rate 1.1% among 580,000; AID 1671190, 2021; further: potency means the concentration at half of the fitted maximal effect; on the % scale 0 is the no-effect control and ±100 the full control effect
Target sequence (P18054 whole entry, looked up): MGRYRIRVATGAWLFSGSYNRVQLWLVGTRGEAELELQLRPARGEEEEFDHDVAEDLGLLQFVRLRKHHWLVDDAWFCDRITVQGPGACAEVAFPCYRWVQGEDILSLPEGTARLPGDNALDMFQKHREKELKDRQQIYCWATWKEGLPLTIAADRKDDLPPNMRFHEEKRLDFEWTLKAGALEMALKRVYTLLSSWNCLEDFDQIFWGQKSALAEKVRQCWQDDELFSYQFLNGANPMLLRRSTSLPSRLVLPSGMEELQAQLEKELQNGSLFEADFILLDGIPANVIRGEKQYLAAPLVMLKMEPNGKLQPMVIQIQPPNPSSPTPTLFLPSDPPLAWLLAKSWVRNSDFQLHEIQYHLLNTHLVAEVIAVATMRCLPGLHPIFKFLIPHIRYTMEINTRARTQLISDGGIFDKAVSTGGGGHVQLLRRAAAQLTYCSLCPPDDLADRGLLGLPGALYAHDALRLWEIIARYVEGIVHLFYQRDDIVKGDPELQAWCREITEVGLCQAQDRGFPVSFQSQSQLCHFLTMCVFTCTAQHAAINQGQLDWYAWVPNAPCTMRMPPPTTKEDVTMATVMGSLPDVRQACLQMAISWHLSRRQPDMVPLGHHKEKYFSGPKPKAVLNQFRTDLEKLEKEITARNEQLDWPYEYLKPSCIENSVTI
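Purified human 12hLO (150 nM final) in 25 mM Hepes, 0.01% Triton X-100, pH 7.0 was preincubated 15 min at room temperature with compound. Then 40 uM arachidonic acid was added, 30 min. Hydroperoxide was read by Fe-XO absorbance ratio 573/405 nm.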
GRP78 ERSR act – qHTS for Inducers of the Endoplasmic Reticulum Stress Response (ERSR) in Human Glioma: qHTS | Potency, µM, inactives show at the highest dose activation, hits mostly activators | AID 602332, 2012 | U87-MG GRP78 promoter luciferase reporter, 16 h | hit rate 0.02% among 420,000; further: potency means the concentration at half of the fitted maximal effect; series mostly up to about 76 µM; % of control where 0% means no effect; nearly all actives have a fitted effect of over 35% in size
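Stably transfected U87-MG glioma cells carrying a GRP78-based luciferase sensor; 16 h compound incubation. Luminescence end-point read 10 min after Bright-Glo addition at room temperature.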
Vif-APOBEC3G blk – qHTS for Inhibitors of Vif-A3G Interactions: qHTS | DNA dC->dU-editing enzyme APOBEC-3G (Homo sapiens), Q9HC16 | hit rate 0.076% among 410,000 | HeLa A3G-eYFP + Vif (tagged APOBEC3G with the HIV-1 protein that degrades it), YFP fluorescence, overnight | Potency, µM (top dose mostly 46.1 µM), for the others: at the top dose activity, negative = active, usual class: inhibitors;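 further: potency means the concentration at half of the fitted maximal effect; on the % scale 0 is the no-effect control and ±100 the full control effect; nearly all actives have a fitted effect of over 60% in size; hits raise eYFP signal because A3G escapes Vif-driven loss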
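Read-out is eYFP fluorescence (Ex 488/Em 500-530) from Vif-expressing HeLa A3G-eYFP cells; more signal means A3G escaped Vif-mediated degradation. Cells plated overnight, compound pinned in, incubated overnight at 37 deg C.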
D2 agonist – HTS Assay for Allosteric Agonists of the Human D2 Dopamine Receptor: Primary Screen for Agonists. activation, % at 2 µM. hit rate 0.53% among 340,000. HEK293 T-REx D2 cells, calcium flux agonist mode;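 active means activation over 3 SD above normal in the single-dose calcium agonist read, cut at about 30% in these data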; further: 0% is about no effect
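HEK293 Trex D2 cells, tetracycline-induced, o/n 30 C 5% CO2; no-wash Ca dye, RT 30–90 min; 10-cycle baseline, 23 nl cpd added, kinetic Ca read 180 s; agonist hits = positive Ca response.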
Starred values were filed as active, the others as inactive; ? = inconclusive; . = not tested or not shown; & = joins results of further samples; [ ] = another dose, or the depositor's remark. Unless noted, the call rests on the fitted dose curve; in most records, active means well fitted curve in the direction sought with a large enough effect; inconclusive means small, poorly fitted or top-dose-only effect, or another doubt; inactive means no such curve, though single readings can be large; an effect the other way counts as inactive or inconclusive. Some of the compounds tested. The share of hits here may be higher or lower than overall.

SMILES | Vif-APOBEC3F blk | LDHA block | RGS4 inhibitor | D2 antag | ERG Ets-DNA blk | 12-LOX inh | GRP78 ERSR act | Vif-APOBEC3G blk | D2 agonist
Oc1ccc(C2NCc3ccccc3-n3cccc32)cc1Cl (stereo not drawn) | -9%&4% | -8&-5 | 18%&6% | -11&3 | -6%&-2% | ? | -4%&-3% | -1%&1% | 0.8&0.6
CC(C(=O)c1ccc(Cl)cc1Cl)n1cncn1 (stereo not drawn) | -3% | 0 | ? | 13 | 10% | ? | -4% | -1% | -1.0
CCCCn1c(C)c(C(=O)OCC)c2c(CN3CCCC3)c(O)ccc21 | -3% | 8 | 29% | -4 | -3% | ? | -4% | 0% | -0.2
CCCCCCOc1ccc(CN2CCN(CC)CC2)cc1 | 0% | -8 | 25% | 7 | -6% | ? | -4% | 0% | 0.8
C=CCn1c(O)c(C(C)=Nc2ccc(N(C)C)cc2)c(=O)[nH]c1=O | -8% | 36 | ? | 0 | -5% | 0% | 2% | -23% | 1.3
N/C(=N\[N+](=O)[O-])N1CCN(C(=O)c2ccccn2)CC1 | 20% | -6 | 18% | -17 | 7% | 51%[activator] | -3% | 0% | 1.2
CCCn1cc(C(=O)O)cn1 | -6% | -5 | 33% | 2 | 3% | -5% | -3% | 5% | 7.1
CN1C(=O)C(C)(C2=CCCCC2)C(=O)NC1=S (stereo not drawn) | -3% | -3 | -23% | . | -9% | ? | -4% | -11% | .
Cc1c(C=C2C(=O)N(C)C(=S)N(C)C2=O)c2ccccc2n1CC(=O)NCC1CCCO1 (stereo not drawn) | -17% | 0 | ? | 9 | 52%[activator] | -21% | -3% | -3% | 0.0
COC(=O)CC(NC(=S)N1CC2C[C@@H](C1)Cn1c2cccc1=O)C(=O)OC (stereo partly drawn) | -10% | 1 | 3% | . | 2% | 9% | 2% | 3% | .
COc1ccc(N=Cc2c(O)n(Cc3cccs3)c(=O)[nH]c2=O)cc1 | -13% | -4 | 4% | 13 | 0% | -15% | -1% | 0% | 0.1
COc1ccc(C(O)C(C)NC(C)C(O)c2ccc(OC)cc2)cc1 (stereo not drawn) | -1% | -1 | -1% | . | 4% | 0% | -4% | 1% | .

Random excerpt: 4 entries already listed, in no set order.
SMILES | Vif-APOBEC3F blk | LDHA block | RGS4 inhibitor | D2 antag | ERG Ets-DNA blk | 12-LOX inh | GRP78 ERSR act | Vif-APOBEC3G blk | D2 agonist
CC(C(=O)c1ccc(Cl)cc1Cl)n1cncn1 (stereo not drawn) | -3% | 0 | ? | 13 | 10% | ? | -4% | -1% | -1.0
Oc1ccc(C2NCc3ccccc3-n3cccc32)cc1Cl (stereo not drawn) | -9%&4% | -8&-5 | 18%&6% | -11&3 | -6%&-2% | ? | -4%&-3% | -1%&1% | 0.8&0.6
CCCCn1c(C)c(C(=O)OCC)c2c(CN3CCCC3)c(O)ccc21 | -3% | 8 | 29% | -4 | -3% | ? | -4% | 0% | -0.2
CN1C(=O)C(C)(C2=CCCCC2)C(=O)NC1=S (stereo not drawn) | -3% | -3 | -23% | . | -9% | ? | -4% | -11% | .

Next section.
SMILES | Vif-APOBEC3F blk | LDHA block | RGS4 inhibitor | D2 antag | ERG Ets-DNA blk | 12-LOX inh | GRP78 ERSR act | Vif-APOBEC3G blk | D2 agonist
Cc1cccc(N2CCC3(CC2)C(=O)NC(=O)NC3=O)c1 | -13% | -17 | -29% | . | . | 14% | -3% | 0% | .
Cc1nc2c(c(C)nn2-c2ccccc2)c(C)c1CCC(=O)N1CCC2(CC1)OCCO2 | 2% | -6 | 2% | -2 | 4% | . | -3% | -1% | 0.4
CP(C)(=O)CCC(=O)O | -22% | -8 | -17% | 1 | -1% | -5% | -5% | 3% | 0.3
COc1cc(/C=C2\C(=O)NC(=O)N(c3ccc(C)cc3)C2=O)cc(OC)c1O | -10% | 10 | ? | -15 | 0% | -5% | 0% | -4% | 1.2
CN/C=C(/Cl)P(=O)(OC(C)C)OC(C)C | 4% | -4 | 8% | . | 2% | 0% | -7% | 3% | .
CCN(CC)CCN=Cc1c(O)n(C2CCCCCC2)c(=O)[nH]c1=O | 3% | -2 | -8% | -15 | 0% | -20% | -6% | -2% | 0.2
c1ccc(C2NCCc3[nH]cnc32)cc1 (stereo not drawn) | -1% | -4 | 0% | 16 | -2% | 2% | -3% | -1% | 1.4
COc1cccc(CNCCc2ccc(F)cc2)c1 | -5% | -21&8 | -13% | -20 | 5% | 0%&-64% | -2% | 0% | 1.3
Nc1ccc(Cc2ccc(N)c(Cl)c2)cc1Cl | -15% | -6 | -3% | . | -4% | -24% | 2% | -7% | .
N=c1ccccn1Cc1ccccc1 | 13% | -4 | 4% | 7 | 8% | -6% | -2% | 2% | -0.2
Cc1ccc(NC(=O)N(Cc2ccc3c(c2)OCO3)C2CCN(Cc3ccccc3)CC2)cc1C | -2% | 1 | 21% | . | 2% | 1% | -3% | -1% | 0.9
C[C@@H]1O[C@@H](O[C@H]2C[C@@H](O)[C@]3(CO)[C@@H]4C(CC[C@]3(O)C2)[C@@]2(O)CC[C@H](C3COC(=O)C3)[C@@]2(C)C[C@H]4O)[C@H](O)[C@H](O)[C@H]1O (stereo partly drawn) | -1% | -8 | 12% | -1 | -3% | 21% | -3% | -16% | -1.3
Nc1ccc(C2(c3ccc(N)cc3)c3ccccc3-c3ccccc32)cc1 | 6% | -11 | -40% | 8 | 1% | -6% | -4% | 4% | 4.2
CC1(C)CC[C@]2(C)CC[C@]3(C)C4C[C@@H]5OO[C@@]6(O5)C(CCCC6(C)C)[C@]4(C)CC[C@@]3(C)C2C1 (stereo partly drawn) | -7% | 1 | 2% | . | -10% | . | -2% | 2% | .
CN(C)C(=O)Oc1ccc(Br)cc1C(=O)Nc1ccc(F)c(Cl)c1 | -10% | -1 | 12% | -27 | -4% | ? | 3% | -7% | 0.5
Cc1c(C(=O)N2CCC3(CC2)OCCO3)sc2ncnc(N3CCN(c4ccccn4)CC3)c12 | -7% | -1 | -22% | -10 | . | 7% | -1% | 1% | -0.3
O=C(N/N=C/c1c(O)n(C2CC2)c(=S)[nH]c1=O)c1ccccc1 | ? | 0 | -14% | 0 | -17% | ? | 6% | 0% | -0.4
Cc1ccc(/C=C2\C(=O)NC(=S)N(c3cccc(F)c3)C2=O)o1 | -20% | 1 | ? | -8 | 44%[activator] | ? | -4% | -6% | 0.5
CNP1(NC)=NC(C(F)(F)F)=NC(C(F)(F)F)=N1 | 3% | 2 | -5% | 15 | . | 2%[57.4 µM] | 0% | 1% | 0.8
COP(=O)(NS(=O)(=O)c1ccccc1)OC | 11% | 1 | -13%[56.9 µM] | 7 | 10% | -2% | 0% | 5% | -0.2
CCOC(=O)CC1=C(C(=O)OCC)C2(C(=O)N1CC(=O)OC)C(C#N)=C(N)Oc1ccccc12 (stereo not drawn) | -5% | 10 | 18% | 13 | 3% | -24% | -2% | -3% | -0.1
CCc1nnc(NC(=O)CCc2nc(C3=CCN(C)CC3)no2)s1 | -18% | -5 | -14% | 10 | -4% | 0% | 1% | 1% | 0.4
Cc1ccc(N)cc1N | -4% | -3 | 11% | 25 | -3% | -2% | -2% | -1% | 1.0
CCC(=O)c1c(O)n(C2CCCCCC2)c(=O)[nH]c1=O | -1% | -4 | -16% | 10 | -3% | ? | -8% | 0% | -0.1
CSCCC(c1nnnn1Cc1ccccc1)N1CCC(n2c(=O)[nH]c3ccccc32)CC1 (stereo not drawn) | . | -5 | . | . | . | ? | -5% | -13% | .
COc1ccc(N=Nc2c(O)[nH]c(=S)[nH]c2=O)cc1 | -20% | -11 | -28% | 1 | 16% | ? | -8% | -5% | 1.0
CCCC(=O)NC(Oc1ccccc1Cl)C(Cl)(Cl)Cl (stereo not drawn) | -5% | -6 | -9% | -18 | . | -25% | 2% | -1% | 0.4
CC(=O)NCCc1c[nH]c2ccccc12 | -6% | -3 | 4%[56.9 µM] | 9 | -8% | ? | -2%&0%&1%&-2%&-1% | -3% | 0.6
CNCCc1c[nH]c2ccccc12 | -4% | -9 | -30% | 16 | -3% | . | -3% | -3% | 11
CCNCCNc1ccc([N+](=O)[O-])c2cccnc12 | -1% | -2 | -12% | -25 | -10% | 0% | -3% | 5% | 0.2
